Bioassay records: PubChem, several laboratories
OPRM1-OPRD1 inv: inverse agonists of MOR-DOR heterodimerization, primary screen, cell-based, luminescence. Mu-type opioid receptor (Homo sapiens) + Delta-type opioid receptor (Homo sapiens), …. cell-based MOR-DOR heterodimer luminescence, inverse agonism. inhibition, % at 9.3 µM. 340,000 tested, 0.21% active; in the data active means inhibition above about 22%, passing the limit was not always enough;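 further: 0% = cells with DMSO and 100% = wells without cells with DMSO; values of inactives mirror those of a sister screen read the other way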
V-ATPase pH: regulators of yeast V-ATPase proton pumping, primary screen, pHLuorin cytosolic pH fluorescence | S. cerevisiae | response, % at 10 µM | 350,000 tested, 0.37% active | AID 504577, 2011; in the data active means response mostly above about 7.3%, no sharp cut-off; inactive means mostly below about 5.4%; further: actives read high; inactives centre near 0; some compounds called inactive have numbers as strong as hits; reference of the scale not given here
DAGLB inh: DAGLB lipase inhibitors, primary screen, biochemical, fluorescence, HTS; inhibition, % at 5.17 µM; AID 504411, 2011; Diacylglycerol lipase-beta (Homo sapiens), Q8NCG7; 340,000 tested, 0.059% active; HEK293T DAGLB membrane lysate, EnzChek fluorogenic substrate; in the data active means inhibition above about 34%;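 further: 0% = enzyme with vehicle and 100% = wells lacking enzyme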
Target sequence (Q8NCG7 whole entry, looked up): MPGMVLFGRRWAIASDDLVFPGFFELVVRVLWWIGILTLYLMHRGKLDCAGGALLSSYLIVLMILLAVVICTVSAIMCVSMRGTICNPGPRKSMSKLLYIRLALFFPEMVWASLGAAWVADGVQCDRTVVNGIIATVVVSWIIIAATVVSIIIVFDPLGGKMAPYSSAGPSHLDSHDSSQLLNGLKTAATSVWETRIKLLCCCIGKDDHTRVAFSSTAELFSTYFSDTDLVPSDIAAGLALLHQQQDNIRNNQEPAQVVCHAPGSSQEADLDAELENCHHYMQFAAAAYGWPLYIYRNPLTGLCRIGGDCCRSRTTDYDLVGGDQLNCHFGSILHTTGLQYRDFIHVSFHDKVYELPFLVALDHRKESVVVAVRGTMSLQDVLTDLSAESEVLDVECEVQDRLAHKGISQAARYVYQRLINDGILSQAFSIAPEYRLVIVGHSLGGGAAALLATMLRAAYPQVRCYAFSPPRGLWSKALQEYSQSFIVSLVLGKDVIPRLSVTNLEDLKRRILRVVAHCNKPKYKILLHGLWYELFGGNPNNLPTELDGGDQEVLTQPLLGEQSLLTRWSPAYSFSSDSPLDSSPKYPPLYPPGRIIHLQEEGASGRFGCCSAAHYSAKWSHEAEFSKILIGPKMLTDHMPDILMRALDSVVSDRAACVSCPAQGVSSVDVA
HTR5A inv ctr: HTR5A inverse agonists in luminescence cell assay, primary screen, counter-screen for OPRM1-OPRD1 heterodimer inverse agonist project, full-deck HTS. inhibition, % at 9.3 µM. HTR5A cell line, inverse agonism. 5-hydroxytryptamine receptor 5A (Homo sapiens), P47898. 340,000 tested, 0.083% active; in the data active means inhibition mostly above about 23%, no sharp cut-off; inactive means mostly below about 18%;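 further: 0% = cells with DMSO and 100% = no-cell wells with DMSO; some compounds called inactive have numbers as strong as hits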
Target sequence (P47898 whole entry, looked up): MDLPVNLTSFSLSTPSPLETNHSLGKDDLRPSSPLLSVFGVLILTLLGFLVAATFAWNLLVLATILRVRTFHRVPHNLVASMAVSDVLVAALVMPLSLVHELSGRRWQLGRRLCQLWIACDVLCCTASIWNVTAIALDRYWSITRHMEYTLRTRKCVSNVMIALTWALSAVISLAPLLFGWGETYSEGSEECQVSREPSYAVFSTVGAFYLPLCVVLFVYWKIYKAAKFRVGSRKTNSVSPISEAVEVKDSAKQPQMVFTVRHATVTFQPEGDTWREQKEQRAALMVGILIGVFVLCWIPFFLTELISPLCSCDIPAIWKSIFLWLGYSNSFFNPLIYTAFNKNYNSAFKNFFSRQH
OPRM1-OPRD1 ag: agonists of OPRM1-OPRD1 heterodimerization, primary screen, cell-based, luminescence | Mu-type opioid receptor (Homo sapiens) + Delta-type opioid receptor (Homo sapiens), … | cells | activation, % at 9.3 µM | 340,000 tested, 0.3% active; in the data active means activation above about 18%;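 further: 0% = vehicle-treated cells and 100% = reference agonist; values of inactives mirror those of a sister screen read the other way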
HTR5A ag ctr: HTR5A agonists in luminescence cell assay, primary screen, counter-screen for OPRM1-OPRD1 heterodimer agonist project, full-deck HTS | activation, % at 9.3 µM | 340,000 tested, 0.61% active | cell-based | 5-hydroxytryptamine receptor 5A (Homo sapiens), P47898; in the data active means activation mostly above about 9.5%, no sharp cut-off; inactive means mostly below about 7.6%;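 further: 0% = cells with vehicle only and 100% = reference agonist; strong numbers were not always called active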
PKA-R2B act: activators of PKA-R2B holoenzyme, primary screen, biochemical, fluorescence polarization, Cy5-IP20, human; cAMP-dependent protein kinase catalytic subunit beta (Homo sapiens) + cAMP-dependent …; PKA-R2B holoenzyme dissociation; R2B truncated from residue 108, S112A mutant; 0% DMSO only, 100% 113 µM cGMP; activation, % at 11.4 µM; 340,000 tested, 0.079% active; AID 504700, 2011;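 active means activation above a cutoff set at the mean over all compounds plus 3 SD, cut at about 18% in these data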;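 further: higher means more holoenzyme dissociation and a rise in polarization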
PKA-R1A activ: activators of PKA-R1A holoenzyme, primary screen, biochemical, fluorescence polarization, Cy5-IP20, bovine R1A, mouse PKAc; cAMP-dependent protein kinase type I-alpha regulatory subunit (Bos taurus) + …; PKA-R1A dissociation; scaled: DMSO 0%, 113 µM cGMP 100%; activation, % at 11.4 µM; 340,000 tested, 0.083% active; AID 504707, 2011;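 active means percent activation above the mean of all tested compounds plus 3 SD, cut at about 19% in these data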;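 further: higher means more PKAc released from R1A so a rise in polarization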
Arrestin-AP2 inh: inhibitors of beta-arrestin/AP2 binding, primary screen, biochemical, GPCR trafficking, flow cytometry | inhibition, % at 10 µM | 340,000 tested, 0.31% active | beta-arrestin 1 C-terminal peptide binding to AP2 beta2-adaptin appendage (human) | FITC-arrestin peptide / GST-AP2 beads; AP2 beta2 appendage carries R879A mutation;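 active means inhibition above a set limit, near 3 SD of compounds lacking own fluorescence, cut at about 54% in these data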;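 further: plate controls were DMSO wells for no effect and 5 µM unlabelled arrestin peptide for full effect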
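System: GST-AP2 R879A glutathione beads. Medium: PBS with 0.05% Tween 20 and 0.1% BSA. Also added: FITC-arrestin peptide, 50 nM. Incubation: 12 min plus 1 h, RT. Measured by: high-throughput flow cytometry of beads, ex 488, em 535 nm. Evaluation: percent drop in bead-associated FITC signal.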
Pemphigus Ab inh: inhibitors of pemphigus antibody binding to DSG3, primary screen, biochemical, bead-based, flow cytometry, scFv-GFP; Desmoglein-3 (Homo sapiens), P32926; DSG3-coupled beads, scFv-anti-DSG3-GFP binding; hits give low values; binding (percent of control), % at 10 µM; 310,000 tested, 0.48% active;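 active means binding more than 3 SD below its plate's average and above zero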;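 further: hits lower antibody fragment binding to DSG3; some compounds called inactive have numbers as strong as hits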
* marks the source's active call; other numbers are inactive results; . = no result given. Not a hit list; overall some 2.4% were active at least once.

SMILES	OPRM1-OPRD1 inv	V-ATPase pH	DAGLB inh	HTR5A inv ctr	OPRM1-OPRD1 ag	HTR5A ag ctr	PKA-R2B act	PKA-R1A activ	Arrestin-AP2 inh	Pemphigus Ab inh
O=S(=O)(c1ccc2c(c1)OCCO2)N1CCC(c2nc3ccc(Cl)cc3[nH]2)CC1	-38	-3	-3	-13	7.2	0	14	-6	6	104
CCN(CC)C(=O)[C@H]1C[C@H](CC(=O)NCCCN(C)C)C(=O)N2CCc3c([nH]c4cc(-c5ccco5)ccc34)[C@]12C	9	-3	0	-5	-1.7	1	4	-5	27	102
Cc1ccnc2nc(C(=O)OCCOc3ccccc3)nn12	14	-1	-1	30	-2.4	0	-4	0	-1	105
CSCCC(NC(=O)c1ccco1)C(=O)OCC(=O)N1c2ccccc2NC(=O)C1(C)C (stereo unspecified)	10	-1	2	2	-2.7	3	4	1	6	101
Cc1c(Cl)cccc1NC(=O)CN(C1CCCCC1)S(C)(=O)=O	11	6	-3	-14	-2.1	5	-9	0	3	106
Cc1c(Cl)cccc1N1C(=O)CC(NNC(=O)c2cccs2)C1=O (stereo unspecified)	2	2	0	10	-0.4	-3	-1	-5	26	.
CCOC(=O)CSc1nc2cc3c(cc2cc1C#N)OCCO3	17	1	-1	5	-3.3	-3	1	11	7	107
Cc1onc(-c2ccccc2)c1C(=O)Nc1nncs1	-11	-1	0	-28	1.4	-3	7	-1	9	124
O=C(CSc1nnc(-c2ccccc2)n1Cc1ccccc1)N1CCCC1	19	-1	-3	-2	-3.5	0	-12	-11	-1	104
CCC(=O)N1CCc2cc(S(=O)(=O)NCCC(=O)N3CC=C(c4ccccc4)CC3)ccc21	-6	0	2	-10	1.2	4	6	6	3	104
CCOC(=O)N1CCC(NC(=O)c2cc3cc4cc(OC)ccc4nc3o2)CC1	1	6	0	-23	-0.2	2	-3	-16	-4	69
Cc1cc(Cl)ccc1OCC(=O)OCC(=O)N1CCC(C(N)=O)CC1	6	-3	0	16	-1.5	-2	-8	-1	31	100
COc1ccccc1Oc1cc(C#N)c(C#N)cc1-n1nnc2ccccc21	0	1	4	-9	0.0	1	-4	-6	-1	94
CCN(CC)C(=O)/C=C/c1ccc(OC)c(S(=O)(=O)N2CCCCC2)c1	9	3	0	3	-1.4	-1	11	1	-6	85
COc1ccc(-c2[nH]ncc2CN2CCC(OCc3ccccc3)CC2)c(F)c1	12	-1	-1	1	-2.0	0	3	-15	5	98
O=C(O)c1ccc(-n2nnnc2SCc2ccccc2Br)cc1	15	-5	3	8	-3.4	-2	1	-11	5	94
COC(=O)COc1ccccc1C(=O)Nc1ccc(OC)cc1	2	-1	-2	33	-0.3	3	5	-14	15	112
CCN(Cc1ccncc1)C(=S)NCc1ccccc1	-2	0	0	3	0.5	-1	-5	0	-22	104
CC(=O)NCC(=O)N(Cc1ccco1)C1(C(=O)NC2CCCCC2)CCCCC1	6	2	0	-23	-1.1	-4	6	3	25	100
N#Cc1ccc(-c2csc(NC(=O)c3cc(-c4cccs4)nc4ccccc34)n2)cc1	0	-4	-2	-32	0.0	3	7	4	23	91
Cc1ccc(CNC(=O)C2CCCN(S(=O)(=O)c3c(C)noc3/C=C/N(C)C)C2)cc1 (stereo unspecified)	16	4	4	-2	-3.1	1	-2	-18	38	102
Oc1ccc(C2C[C@H]3CC[C@@H]2C3)cc1O (stereo partly specified)	-38	-3	1	-9	8.1	3	-12	-1	0	92
CC(C)NC(C(=O)Nc1cc(Cl)cc(Cl)c1)c1ccccc1 (stereo unspecified)	-33	1	-6	5	6.1	-1	-7	3	-1	103
CCC(c1nnnn1C1CCCC1)N(Cc1cccs1)Cc1cc2cc(C)ccc2[nH]c1=O (stereo unspecified)	-21	-1	-1	1	3.7	0	-7	0	27	110
COc1ccc(C(=O)C[n+]2cccc3cc(C)ccc32)cc1	7	3	3	-7	-1.3	2	1	19*	2	150
Cc1ccc2c(=O)cc(C(=O)NCCc3ccc(S(N)(=O)=O)cc3)oc2c1	13	-3	-3	-5	-2.8	1	1	-13	-18	100
COc1ccc(C(=O)NCC(=O)N2CCC(Cc3ccccc3)CC2)cc1OC	8	0	-1	-19	-1.7	1	-15	-14	-3	98
COCCCNc1nc2c(-c3ccc(C)cc3)nnn2c2ccccc12	4	-15	-5	-7	-0.9	2	11	-4	9	97
CCCCc1sc(-c2c(C#N)c(N)nc3c2CCCCC3)cc1[N+](=O)[O-]	-10	-1	-4	11	1.9	0	-9	-6	-8	93
Cc1nnc(SCC(=O)Nc2ccc3c(c2)COC3=O)n1-c1ccccc1	8	1	1	9	-1.7	-3	-2	-4	-3	112
COc1ccc(NC(=S)N2CCNC(=O)C2CC(=O)Nc2ccc(C)cc2)cc1 (stereo unspecified)	14	2	0	-2	-2.7	1	-7	5	-7	103
CN1C(=O)C(C)(C)c2cc(S(=O)(=O)N3CCCC(C(=O)NCc4ccc(Cl)cc4)C3)ccc21 (stereo unspecified)	9	3	-1	3	-1.8	-1	-3	-10	-3	98
CCc1ccccc1OCC(=O)OCC(=O)N1CC(=O)Nc2ccccc21	9	1	1	-8	-1.8	3	-10	-12	21	97
Cc1ccc(NC(=O)Nc2c(C)n(C)n(-c3ccccc3)c2=O)cc1C	12	-3	-3	16	-2.3	2	11	3	4	99
Cc1ccc(NC(=O)CN(C)C(=O)Cn2ccsc2=N)cc1	16	-3	0	7	-3.3	-2	1	-6	6	121
CCn1c(=O)cc(N2CCCCC2)[nH]c1=O	16	1	-3	22	-2.8	2	16	12	0	94
COc1cc(C(=O)NCc2ccc3[nH]c(C)cc3c2)cc(OC)c1OC	3	2	-3	16	-0.5	4	4	-8	-5	91
O=C(COC(=O)c1ccccn1)Nc1nccs1	11	3	2	-5	-1.7	1	11	3	-2	.
COc1ccccc1CNC(=O)COC(=O)c1ccncc1	16	-4	0	3	-4.0	-1	-7	0	-14	.
CCCCn1c(=O)[nH]c(=O)c2c1nc(COc1ccc(C#N)cc1)n2CCC	6	1	-1	-23	-1.0	-4	3	-13	-20	102
O=C(OCc1cn([C@@H]2CN(Cc3cccs3)[C@@H](c3ccc(Cl)cc3)C[C@H]2O)nn1)c1ccccc1	.	1	-8	.	.	.	-4	5	.	.
COc1cc2c(c3oc(-c4ccccc4)cc(=O)c13)C=CC(C)(C)O2	-27	-1	-10	-1	5.3	2	-9	-10	-4	99
O=c1cc(O)nc[nH]1	7	5	-1	-3	-1.2	1	1	1	7	103
C/C=C/c1ccc(OCC(O)CN(C)Cc2ccc(SC)cc2)c(OC)c1 (stereo unspecified)	-19	0	-1	-10	3.8	3	-3	6	1	110
c1ccc(CN(Cc2cccs2)C(c2cccs2)c2nnnn2C2CCCC2)cc1 (stereo unspecified)	4	-1	-9	-10	-0.7	0	0	0	10	110
OCCN1CCOCCN(CCO)CCOCC1	-1	-1	-4	-15	0.3	3	1	7	6	.
O=C(N/C(=C\c1ccco1)C(=O)N1CCCC1CO)c1ccccc1 (stereo unspecified)	4	1	1	6	-0.7	-3	-2	0	-3	107
Cc1ccc(S(=O)(=O)N(Cc2ccc(C(F)(F)F)cc2)C(=O)N2CCN(C)CC2)cc1	5	8	0	-4	-0.7	0	2	7	3	101
Cc1ccccc1-c1nc(CS(=O)(=O)CC(=O)N2CCc3ccccc3C2)c(C)o1	7	-2	1	2	-1.4	-1	8	-6	-1	109
CC(=O)c1cn(-c2ccc(Cl)cc2)c(=O)n(Cc2ccc(F)cc2)c1=O	-3	1	-4	11	0.6	-4	-7	-9	5	110
COc1ccc(/C=N/NC(=O)c2ccc(Cl)cc2)cc1Cn1cc(Cl)cn1	-36	6	0	12	7.1	1	-5	-2	18	83
O=C(NCC1CCCO1)c1nn2c(C(F)(F)F)cc(-c3cc(Br)cs3)nc2c1Br (stereo unspecified)	7	2	-1	8	-1.2	-3	10	-1	15	91
COc1ccc(N2CCN(C(=O)c3ccc(Br)o3)CC2)cc1	2	1	1	7	-0.2	-5	-2	-7	-3	103
CSc1nncn1/N=C/c1ccccc1F	-2	2	-1	5	0.4	-2	-5	4	7	104
COc1ccc2c(c1)CCCN2C(N)=O	2	2	3	20	-0.4	4	4	-1	7	135
CCC(C)C(NC(=O)OC(C)(C)C)C(=O)NC(C(=O)NC(C)C(N)=O)C(C)C (stereo unspecified)	11	0	1	-10	-2.2	0	0	-15	12	106
COCC(C)n1c(SCC(=O)NCCC2=CCCCC2)nc2ccccc2c1=O (stereo unspecified)	-3	-5	1	8	0.5	3	-11	-4	7	104
Cc1cc(C(=O)CSc2nc(N)cc(=O)[nH]2)c(C)n1CC1CCCO1 (stereo unspecified)	11	1	1	6	-2.2	-1	-8	3	-7	.
O=C1CNC(=O)/C(=C/c2ccco2)N1	10	0	-1	1	-1.9	0	-11	-13	4	93
O=C1CCc2cc(S(=O)(=O)Nc3ccc(F)cc3)cc3c2N1CC3	1	0	3	7	-0.1	1	1	-2	-13	100
Cn1c(=O)oc2cc(S(=O)(=O)N3CCCC(C(=O)Nc4nccs4)C3)ccc21 (stereo unspecified)	3	2	-1	-3	-0.5	1	8	6	8	99
C[C@@H]1CN([C@H](C)CO)C(=O)CCCn2nncc2CO[C@H]1CN(C)C(=O)c1ccncc1	.	-2	0	.	.	.	6	-10	.	90
O=C1Cc2c([nH]c3ccc(Br)cc23)-c2ccccc2N1	-7	0	2	-35	1.6	9	-4	1	2	67

Reformatted with two lines to a compound: entries from further up.
Order of values: OPRM1-OPRD1 inv	V-ATPase pH	DAGLB inh	HTR5A inv ctr	OPRM1-OPRD1 ag	HTR5A ag ctr	PKA-R2B act	PKA-R1A activ	Arrestin-AP2 inh	Pemphigus Ab inh
CSc1nncn1/N=C/c1ccccc1F
  -2	2	-1	5	0.4	-2	-5	4	7	104
COc1ccc2c(c1)CCCN2C(N)=O
  2	2	3	20	-0.4	4	4	-1	7	135
